core dimer inh – inhibitors of HCV core protein dimerization, primary screen, biochemical, TR-FRET, high-throughput | TR-FRET GST/Flag-core106 dimerization, 1536-well | inhibition, % at 5 µM | 0.33% of 300,000 active;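 active means inhibition above the mean of all tested compounds plus 3 SD, set per screening campaign, cut at about 45% in these data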
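System – GST-tagged and Flag-tagged HCV core protein residues 1-106 · Repeats – one well for each compound · Technique – TR-FRET 671 and 617 nm emission · Doses – one concentration, 5 µM, in 0.5% DMSO · Times – 4 h, 22.5 °C incubation · Also added – Eu donor and XL665 acceptor anti-tag antibodies · Measure – percent inhibition of core106 dimerization signal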
JMJD2C inh – inhibitors of GASC-1 histone demethylase, primary screen, biochemical, fluorescence, DELFIA europium; Lysine-specific demethylase 4C (Homo sapiens), Q9H3R0; GST-JMJD2C(1-420) H3K9me3 demethylation; inhibition, % at 2.35 µM; 0.069% of 330,000 active; AID 2099, 2009;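 active means more than half of a compound's replicate wells show inhibition beyond 50%, single wells judged on their own value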;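 further: signal counts dimethyl H3K9 product captured on neutravidin plate; 0% = median of DMSO wells and 100% = 0.3 times that DMSO median; strong numbers were not always called active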
procasp7 counter – procaspase-7 activators, primary screen, counter-screen for procaspase-3 activator project, biochemical, absorbance, HTS, human | recombinant procaspase-7, Ac-DEVD-pNA absorbance 405 nm; D23A/D198A/D206A triple mutant, cannot self-cleave; scale: DMSO 0, 5 µM enzyme 100 | activation, % at 8.5 µM | 0.093% of 330,000 active | Caspase-7 (Homo sapiens), P55210 | AID 463210, 2010;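 active means percent activation above the screen-wide mean plus 3 SD, cut at about 25% in these data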
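Assay system: Uncleavable procaspase-7 mutant enzyme; Input: 2 µM procaspase-7 mutant as dispensed; Also added: DEVD-pNA substrate; Medium: Zinc-free HEPES pH 7.4 with 300 mM NaCl, 0.01% Triton X-100; Timing: 1 h compound preincubation, 2 h substrate cleavage, 25 °C; Measured by: Epi-absorbance of released pNA at 405 nm, two timepoints.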
proCasp3 act – activators of human procaspase-3 D3A mutant, primary screen, biochemical, absorbance, PC-3 D3A mutant, single concentration | recombinant procaspase-3 D3A, Ac-DEVD-pNA absorbance 405 nm | Caspase-3 (Homo sapiens), P42574 | activation, % at 8.5 µM | 0.11% of 330,000 active;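 active means activation above the mean of all tested compounds plus 3 SD, cut at about 21% in these data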;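 further: 0% = DMSO alone and 100% = DMSO wells spiked with extra 5 µM PC-3 D3A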
Target sequence (P42574 whole entry D9A/D28A/D175A): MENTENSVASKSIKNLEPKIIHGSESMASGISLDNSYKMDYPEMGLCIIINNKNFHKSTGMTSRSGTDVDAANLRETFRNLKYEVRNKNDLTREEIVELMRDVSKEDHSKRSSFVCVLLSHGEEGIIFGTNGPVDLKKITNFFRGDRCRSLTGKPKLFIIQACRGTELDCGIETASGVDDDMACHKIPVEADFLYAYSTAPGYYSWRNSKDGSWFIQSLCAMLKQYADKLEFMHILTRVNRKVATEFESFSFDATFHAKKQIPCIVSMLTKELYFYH
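Assay system: Autoprocessing-dead procaspase-3 D3A mutant enzyme; also added: Ac-DEVD-pNA; doses: one concentration, 8.5 µM nominal, 0.8% DMSO; times: 1 h compound preincubation, 2 h substrate hydrolysis at 25 °C; technique: 405 nm absorbance of p-nitroaniline, reads at 0 and 120 min; measure: % activation between DMSO and enzyme-spiked controls; repeats: single replicate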
Fh CTSL1 inh – Fasciola hepatica cathepsin L1 inhibitors, primary screen, counter-screen for PFM18AAP inhibitor project, biochemical, QFRET, fluorogenic peptide substrate; recombinant F. hepatica cathepsin L1, Z-Leu-Arg-MCA fluorescence; inhibition, % at 5.96 µM; 0.49% of 300,000 active;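 active means inhibition above the mean of all tested compounds plus 3 SD, set per screening campaign, cut at about 17% in these data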;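 further: 0% = plate median of test compound wells and 100% = 1 µM Z-Phe-Ala-diazomethylketone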
VLA-4 inh – inhibition in human VLA-4 binding assay, primary screen, VLA-4 allosteric modulator project, MLPCN library, flow cytometry, VLA-4 expressing cells; 0.2% of 330,000 active; ligand binding flow cytometry; inhibition, % (about 7 µM as worked out from the volumes in the protocol); AID 2557, 2010; Integrin alpha-4 (Homo sapiens), P13612; in the data active means inhibition above about 50%
PP1 inh – PP1-alpha phosphatase inhibitors, primary screen, counter-screen for PP5 inhibitor project, biochemical, fluorescence, OMFP substrate, single point; purified PP1alpha; inhibition, % at 6.7 µM; 0.9% of 320,000 active;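 active means inhibition above the mean inhibition of all tested compounds plus 3 SD, computed separately for each screening campaign, cut at about 15% in these data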
GRK2 aptamer HTS – compounds blocking aptamer binding on GRK2 – biochemical, human GRK2, bead flow cytometry, HTS, primary screen; 0.59% of 330,000 active; FAM-aptamer displacement from GRK2; inhibition of aptamer binding, % at 10 µM; Beta-adrenergic receptor kinase 1 (Homo sapiens), P25098;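 active means inhibition of aptamer binding above 40%, roughly 3 SD of noise, on plates passing a quality check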;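 further: median bead fluorescence of bound FAM aptamer so fluorescent compounds give negative values; no value below 0 was filed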
PP5 inh – PP5 phosphatase inhibitors, primary screen, biochemical, fluorescence; purified PP5c, OMFP substrate fluorescence; inhibition, % at 6.7 µM; 0.18% of 320,000 active;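 active means inhibition above the campaign's mean inhibition across all tested compounds plus 3 SD, cut at about 9.5% in these data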;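 further: 0% = DMSO only and 100% = 100 µM cantharidin control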
Target sequence (P53041 whole entry, looked up): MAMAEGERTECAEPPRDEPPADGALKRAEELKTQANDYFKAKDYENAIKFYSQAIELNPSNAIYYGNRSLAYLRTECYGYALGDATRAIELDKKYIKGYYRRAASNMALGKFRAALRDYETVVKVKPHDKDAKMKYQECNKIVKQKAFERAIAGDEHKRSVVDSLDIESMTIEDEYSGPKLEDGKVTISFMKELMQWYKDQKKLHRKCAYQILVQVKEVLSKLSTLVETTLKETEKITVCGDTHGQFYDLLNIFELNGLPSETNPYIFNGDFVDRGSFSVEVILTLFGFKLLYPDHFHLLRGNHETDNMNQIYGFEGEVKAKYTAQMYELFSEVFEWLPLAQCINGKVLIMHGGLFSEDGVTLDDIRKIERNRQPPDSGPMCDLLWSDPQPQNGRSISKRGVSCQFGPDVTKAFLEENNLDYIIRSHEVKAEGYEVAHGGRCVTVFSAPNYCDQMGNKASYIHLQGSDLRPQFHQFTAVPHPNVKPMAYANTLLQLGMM
The depositor's hits bear a star; . = no result given.

Start of the listing, in advance:
SMILES	core dimer inh	JMJD2C inh	procasp7 counter	proCasp3 act	Fh CTSL1 inh	VLA-4 inh	PP1 inh	GRK2 aptamer HTS	PP5 inh
COC(=O)c1c(NC(=O)c2ccco2)sc(C(=O)N(C)C)c1C	-4	-2	-9	-6	7	-6	-9	0	1.3
COC(=O)CN1C(c2ccccc2O)Nc2ccc(Br)cc2C1c1ccccc1 (stereo not drawn)	0	-7	4	-6	-5	10	5	0	-2.0

All compounds of this part, from the first entry:
SMILES	core dimer inh	JMJD2C inh	procasp7 counter	proCasp3 act	Fh CTSL1 inh	VLA-4 inh	PP1 inh	GRK2 aptamer HTS	PP5 inh
COC(=O)c1c(NC(=O)c2ccco2)sc(C(=O)N(C)C)c1C	-4	-2	-9	-6	7	-6	-9	0	1.3
COC(=O)CN1C(c2ccccc2O)Nc2ccc(Br)cc2C1c1ccccc1 (stereo not drawn)	0	-7	4	-6	-5	10	5	0	-2.0
Cc1cc(F)ccc1S(=O)(=O)Nc1ccc(C(=O)N2CCCCCC2)cc1	.	0	5	12	.	-1	2	0	0.0
CN(C)S(=O)(=O)c1ccc(/C(O)=C2/C(=O)C(=O)N(Cc3cccnc3)C2c2cccs2)cc1 (stereo not drawn)	6	9	-15	-2	-1	-3	1	5	2.9
CCN(CC)S(=O)(=O)c1ccc(/C=C/C(=O)NC2CCCCC2)cc1	4	12	-4	3	7	20	-1	1	1.6
Cc1cccc2cc(CN(CC3CCCO3)C(=O)c3ccco3)c(=O)[nH]c12 (stereo not drawn)	0	-12	10	8	3	-3	-2	3	1.6
Cc1cc(Cl)ccc1OCC(=O)N1CCCCC1	-1	41	-5	-10	-8	2	-6	2	1.7
CC(=O)c1ccc(NC(=O)Cn2nc(C)cc2C)cc1	-7	2	4	3	-1	7	-2	0	0.2
CCOc1ccccc1NC(=O)CCNC(=O)Cn1ccc2ccccc2c1=O	-7	-10	4	2	-4	1	-1	1	0.4
CCNC(=O)C(=O)NCC(c1ccc2c(c1)OCO2)N1CCOCC1 (stereo not drawn)	-4	24	8	0	0	25	-1	0	0.1
Cc1ccc2nc(N(CCN(C)C)C(=O)C3=COCCO3)sc2c1	-6	0	13	4	-1	13	-4	0	1.3
CCN(CC(=O)Nc1c(F)cccc1F)C(=O)C1CC1C (stereo not drawn)	-3	3	-3	-8	2	39	-3	0	-2.8
COc1ccc(CCN(C)c2ccc(S(=O)(=O)N3CCCC3)cn2)cc1OC	-2	-25	2	-3	4	-1	-3	1	2.1
O=C(Cc1coc2cc3c(cc12)CCC3)OCC(=O)N1CCCC1=O	0	5	1	2	-5	25	1	0	1.3
Cc1cc(Nc2ccc(O)cc2)n2c(nc3ccccc32)c1C#N	-10	0	-16	-2	0	-5	-2	7	0.1
CC1(C)CC(=O)C2=C(C1)OC1=C(C(=O)CC(C)(C)C1)C2c1ccccc1	5	-9	-7	10	6	3	0	0	3.9
CCOC(=O)c1ccc(NC(=O)c2nc[nH]c2C(=O)NC)cc1	1	13	-6	-4	-3	8	3	1	0.8
COc1ccc(F)cc1C(=O)C1CCCN(C(=O)C2=C(C)OCCO2)C1 (stereo not drawn)	-5	-9	3	1	1	11	-1	1	2.9
COc1ccc(CNC(=O)c2cc(=O)c3ccc(C)c(C)c3o2)cc1	0	2	8	-12	-4	8	-3	6	3.4
CCc1nn(CC(=O)NCCN2CCOCC2)c(=O)c2cc3c(OC)cccc3n12	-6	2	3	5	4	0	-3	1	1.6
CCOc1ccc(NC(=O)CN(C)C(=O)CSCc2ccc(C)cc2)cc1OCC	0	162	0	5	3	4	2	3	-0.5
CCOC(=O)C(NC(C)=O)C(=O)O (stereo not drawn)	-3	-24	0	1	4	18	0	0	1.1
O=C(CNC(=O)c1cccs1)NCC(=O)OCc1ccc(Cl)cc1Cl	0	0	10	3	-18	12	-3	0	2.7
O=C(CCNC(=O)c1ccc(Br)cc1)NCC1CCCO1 (stereo not drawn)	-1	1	3	10	-4	0	-6	2	-2.1
O=C(N/N=C\c1ccc(OC(=O)c2cccs2)cc1)c1ccc(Cl)cc1	-1	9	-7	-6	0	-4	8	0	0.7
SMILES	core dimer inh	JMJD2C inh	procasp7 counter	proCasp3 act	Fh CTSL1 inh	VLA-4 inh	PP1 inh	GRK2 aptamer HTS	PP5 inh
Cc1ccc(NC(=O)CN2C(=O)NC(C)(C3CC3)C2=O)c([N+](=O)[O-])c1 (stereo not drawn)	.	-4	0	0	.	6	-3	0	1.4
Cc1cccc(C(=O)NCc2nnc(SCc3ccc(F)cc3)n2C)c1	5	-16	6	12	6	9	0	1	-1.5
COc1ccc2cc(C(C)C(=O)NC3CCC(O)CC3)ccc2c1 (stereo not drawn)	-5	-7	4	3	-1	8	2	1	0.8
CCOC(=O)N1CCN(Cc2nc(-c3cccc(C)c3)no2)CC1	-4	-14	8	-1	3	11	2	0	-0.1
Cc1ccc(NC(=O)COC(=O)c2ccc3c(=O)n4c(nc3c2)CCC4)c(Br)c1	.	5	11	1	.	2	-1	2	-1.2
CC(C(=O)NCCCn1ccnc1)(c1ccccc1)c1ccccc1	-3	3	-9	0	-3	7	-1	0	-6.0
[O-][N+]1=c2ccc(Nc3ccccc3)cc2=NC12CCCCC2	-65	0	-14	2	20*	-6	-7	7	6.7
CCOc1ccc(CCNC(=O)COC(=O)c2cccs2)cc1OCC	15	10	-3	4	0	0	1	3	-0.9
C=C1CCC[C@]2(C)C[C@H]3OC(=O)C(CNCC(OC)OC)[C@H]3CC12 (stereo partly drawn)	-4	31	8	-4	-4	22	-2	0	-1.1
COc1ccc(-n2nc(C(=O)c3cccs3)cc(-c3nc4ccccc4[nH]3)c2=N)cc1	16	3	-2	3	-1	-21	5	0	-0.1
COc1cccc(NC(=S)N/N=C2\CC3CCC2(C)C3(C)C)c1 (stereo not drawn)	1	14	-12	-3	4	1	0	0	-0.9
O=C(O)C(c1ccccc1)N1C(=O)/C(=C\c2ccc(O)c(O)c2)SC1=S (stereo not drawn)	-16	21	-16	-9	0	-4	2	0	3.1
CCOC(=O)Cc1csc(NC(=O)CS(=O)(=O)Cc2ccccc2)n1	1	3	-11	-3	1	22	4	2	2.0
COC(=O)[C@@]1(Cc2ccc(F)cc2)[C@H]2c3cc(C(=O)N(C)C)n(CCc4ccc(OC)c(Br)c4)c3C[C@H]2CN1C(=O)c1ccccc1	21	-4	-13	-1	-1	.	-5	.	2.7
CC(C)c1ccc(NC(=O)C2CC(=O)Nc3nc4ccccc4n32)cc1 (stereo not drawn)	0	5	-6	6	2	5	1	0	-0.3
CC(C)N(C(=S)NCc1ccccc1)c1ccccc1	-2	-13	-11	-2	0	6	-2	1	1.2
CC12CCC(C(=O)Nc3ccccc3Cl)(C(Br)C1=O)C2(C)C (stereo not drawn)	-14	-6	12	2	2	-2	0	2	-0.8
COc1ccc(-c2nn3c(-c4ccco4)nnc3s2)cc1OC	8	42	3	-2	-2	-6	2	1	-0.1
CCC(=O)Nc1cccc(NC(=S)NC(=O)c2ccccc2)c1	2	2	-8	-8	-1	10	-3	1	0.5
CCCc1cc2c(=O)c(-c3ccc4c(c3)OCCO4)c(C)oc2cc1OS(C)(=O)=O	6	10	8	3	1	4	0	0	1.1
CN(C)c1ccnc2sc(C(=O)NCc3ccccc3)c(N)c12	-7	4	-10	-8	2	0	2	0	0.5
NC(=O)COC(=O)c1ccc(Cl)c(S(=O)(=O)N2CCN(c3ccc(F)cc3)CC2)c1	-1	-4	5	11	0	9	-3	2	-1.4
Cc1ccc(NS(=O)(=O)c2ccc3c(c2)CCC(=O)N3)cc1C	-1	2	12	1	-1	12	2	4	-2.4
CCc1nn(CC(=O)N2CCN(c3ccc(F)cc3)CC2)c(=O)c2cc3occc3n12	-2	5	6	-3	0	7	-1	0	1.6
COc1cccc(C(=O)NC2CCN(CC(=O)NCc3ccccc3F)CC2)c1	2	-32	11	3	-1	9	0	3	0.6
CC[C@H]1OC(=O)C[C@@H](O)[C@H](C)[C@@H](O[C@@H]2O[C@H](C)C[C@H](N(C)C)[C@H]2O)[C@@H](CC=O)C[C@@H](C)C(=O)C=C[C@]2(C)O[C@H]2[C@@H]1C	8	11	-3	4	-1	11	-2	3	-2.5

Sorted by length of the SMILES (high to low): part of the list above.
SMILES	core dimer inh	JMJD2C inh	procasp7 counter	proCasp3 act	Fh CTSL1 inh	VLA-4 inh	PP1 inh	GRK2 aptamer HTS	PP5 inh
Cc1ccc(NC(=O)CN2C(=O)NC(C)(C3CC3)C2=O)c([N+](=O)[O-])c1 (stereo not drawn)	.	-4	0	0	.	6	-3	0	1.4
CCOc1ccc(NC(=O)CN(C)C(=O)CSCc2ccc(C)cc2)cc1OCC	0	162	0	5	3	4	2	3	-0.5
COc1ccc(F)cc1C(=O)C1CCCN(C(=O)C2=C(C)OCCO2)C1 (stereo not drawn)	-5	-9	3	1	1	11	-1	1	2.9
CCOC(=O)c1ccc(NC(=O)c2nc[nH]c2C(=O)NC)cc1	1	13	-6	-4	-3	8	3	1	0.8
CCOC(=O)N1CCN(Cc2nc(-c3cccc(C)c3)no2)CC1	-4	-14	8	-1	3	11	2	0	-0.1
CCOc1ccc(CCNC(=O)COC(=O)c2cccs2)cc1OCC	15	10	-3	4	0	0	1	3	-0.9
CCN(CC(=O)Nc1c(F)cccc1F)C(=O)C1CC1C (stereo not drawn)	-3	3	-3	-8	2	39	-3	0	-2.8
CC(=O)c1ccc(NC(=O)Cn2nc(C)cc2C)cc1	-7	2	4	3	-1	7	-2	0	0.2
CC(C)N(C(=S)NCc1ccccc1)c1ccccc1	-2	-13	-11	-2	0	6	-2	1	1.2
Cc1cc(Cl)ccc1OCC(=O)N1CCCCC1	-1	41	-5	-10	-8	2	-6	2	1.7
CCOC(=O)C(NC(C)=O)C(=O)O (stereo not drawn)	-3	-24	0	1	4	18	0	0	1.1
